Screens from PubChem.
PLCb3 inh: inhibitors of human phospholipase C beta3; inhibition, % at 12.2 µM; 370,000 compounds, 0.18% hits; Q01970; Purified PLC-beta3, fluorogenic substrate, fluorescence; AID 720704; in the data active means inhibition above about 11%;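 further: 0% = median of compound wells on plate and 100% = full blocker control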
ASAP1 GAP inh: blocks human ASAP1-stimulated Arf1 GTP hydrolysis | AID 624377 | inhibition, % at 16.5 µM | Q9ULH1 | GDP FP detection | 360,000 compounds, 0.19% hits; in the data active means inhibition above about 25%;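 further: 0% = vehicle with enzyme and substrate and 100% = no enzyme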
sPLA2-III inh: Blocks human group III sPLA2 activity | inhibition, % at 12.2 µM | AID 743126 | QFRET BODIPY PC-A2 liposome hydrolysis, fluorescence | 370,000 compounds, 0.56% hits;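 active means inhibition above mean plus 3 SD of compounds lying within the high and low control bounds, cut at about 19% in these data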;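 further: 0% = median of test compound wells and 100% = no enzyme DMSO wells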
Target sequence (Q9NZ20 whole entry, looked up): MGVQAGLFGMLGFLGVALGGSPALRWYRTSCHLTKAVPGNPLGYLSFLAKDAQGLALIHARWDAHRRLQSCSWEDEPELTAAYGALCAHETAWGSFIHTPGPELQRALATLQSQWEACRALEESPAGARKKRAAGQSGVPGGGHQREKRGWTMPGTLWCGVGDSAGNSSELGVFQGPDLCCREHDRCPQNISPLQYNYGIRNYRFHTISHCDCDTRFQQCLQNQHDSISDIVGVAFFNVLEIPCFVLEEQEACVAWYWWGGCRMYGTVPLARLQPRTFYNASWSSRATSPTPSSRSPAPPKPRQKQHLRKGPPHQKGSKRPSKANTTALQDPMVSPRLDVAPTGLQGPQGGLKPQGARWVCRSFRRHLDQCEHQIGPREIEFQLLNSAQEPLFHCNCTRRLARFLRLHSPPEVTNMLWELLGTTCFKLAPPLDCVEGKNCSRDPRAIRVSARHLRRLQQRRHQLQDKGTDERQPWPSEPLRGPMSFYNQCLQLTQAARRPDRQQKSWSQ
NR1D1 modulator: modulates human Rev-erb alpha binding to DNA; Rev-erbα–FITC-DNA binding, fluorescence polarization, 90 min; activity, % at 10 µM; 370,000 compounds, 0.79% hits; AID 1259318;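 active means activity above about 14%, limit read from the data; passing the limit was not always enough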;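 further: 0% = DMSO wells with 35 nM protein and 100% = DMSO wells with 750 nM protein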
Target sequence (P20393 whole entry, looked up): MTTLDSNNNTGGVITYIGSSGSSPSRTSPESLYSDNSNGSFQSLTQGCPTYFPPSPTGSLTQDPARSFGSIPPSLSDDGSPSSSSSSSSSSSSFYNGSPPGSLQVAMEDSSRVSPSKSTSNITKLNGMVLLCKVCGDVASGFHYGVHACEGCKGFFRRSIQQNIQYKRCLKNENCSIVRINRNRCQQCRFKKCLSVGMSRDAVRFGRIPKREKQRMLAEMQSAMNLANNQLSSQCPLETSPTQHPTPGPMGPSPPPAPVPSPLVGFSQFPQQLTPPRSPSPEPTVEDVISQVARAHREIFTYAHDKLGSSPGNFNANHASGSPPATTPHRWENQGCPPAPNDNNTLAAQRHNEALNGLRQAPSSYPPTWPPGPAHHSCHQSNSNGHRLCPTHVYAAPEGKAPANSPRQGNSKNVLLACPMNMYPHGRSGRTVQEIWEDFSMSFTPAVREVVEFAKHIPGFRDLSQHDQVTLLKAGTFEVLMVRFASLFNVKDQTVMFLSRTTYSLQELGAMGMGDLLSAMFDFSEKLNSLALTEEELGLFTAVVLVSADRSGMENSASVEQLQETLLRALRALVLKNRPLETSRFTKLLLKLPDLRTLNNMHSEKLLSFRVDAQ
proKLK7 act: activators of human kallikrein-7 zymogen; activation, % at 7 µM; P49862; 370,000 compounds, 0.9% hits; purified proKLK7, EDANS-DABCYL substrate fluorescence; 100% is mature enzyme control, 0% vehicle; AID 652039;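 active means activation above the mean of all tested compounds plus 3 SD, computed per campaign excluding outliers beyond control limits, cut at about 13% in these data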
ARFGAP1 inhibitor: inhibits rat ARF GTPase activating protein 1; Q62848; Arfgap1-stimulated ARF1 GTP hydrolysis, GDP FP detection; inhibition, % at 16.5 µM; 360,000 compounds, 0.26% hits; AID 651572;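 active means inhibition above a per-plate limit, mean inhibition of low control wells plus 3 SD, cut at about 25% in these data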;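 further: 0% = DMSO wells with enzyme and 100% = wells lacking Arfgap1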
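System: truncated rat Arfgap1 GAP domain / Benchmarks: high control wells lacking Arfgap1, low control full reaction with DMSO / Times: compound-enzyme preincubation 20 min, reaction 120 min, detection 60 min, 25 °C / Repeats: one replicate per compound / Also added: human ARF1(Δ1-17)-GTP substrate / Measured by: Tracer-displacement fluorescence polarization with EDTA stop, 620/688 nm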
UHRF1 binding: human UHRF1 methylated DNA binding inhibitors | Q96T88 | UHRF1 binding to methylated oligo, TR-FRET | inhibition, % at 4.4 µM | 370,000 compounds, 0.75% hits; in the data active means inhibition above about 21%;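 further: UHRF1 SRA domain binding a hemimethylated CpG hairpin DNA probe; 0% = median of test compound wells and 100% = reference inhibitor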
DDE Tn6 FP inh: disrupts Tn6 cyclic peptide binding to fibrin D-Dimer-E complex. P02675. Fibrin DD(E) TRITC-Tn6 fluorescence polarization displacement. inhibition, % at 8.3 µM. 370,000 compounds, 0.21% hits. AID 720509;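 active means inhibition above a per-campaign cutoff: mean of compounds within control limits plus 3 SD, cut at about 15% in these data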;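 further: 0% = median of all compound wells on the plate and 100% = blocking peptide control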
Tn7 DDE FP: disrupts Tn7 cyclic peptide binding to fibrin D-Dimer-E complex. inhibition, % at 8.3 µM. FP displacement of FITC-Tn7 peptide from fibrin DD(E); 0% = median of compound wells per plate. 370,000 compounds, 0.13% hits. P02675;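 active means inhibition above the mean of compounds falling within the control limits plus 3 SD of them, cut at about 14% in these data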;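 further: 0% = plate median of compound wells and 100% = 10 µM Aha-Tn7 peptide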
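System: human fibrin DD(E); quantity: Fibrin-DD(E) at 2 µM final; also added: fluorescent Tn7 probe at 0.1 µM; compound dosing: single nominal test concentration of 8.3 µM per compound; schedule: 10 min preincubation, 3 h with tracer, room temperature; detection: fluorescence polarization of the labelled Tn7 tracer; repeats: one replicate per compound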
PLC-gamma1 inh: blocks human PLC-gamma1 enzyme activity; P19174; purified PLC-gamma1, fluorogenic substrate, fluorescence; inhibition, % at 12.2 µM; 370,000 compounds, 0.84% hits; AID 720700; in the data active means inhibition above about 9.5%
Numbers without * were called inactive; i = inactive.

SMILES	PLCb3 inh	ASAP1 GAP inh	sPLA2-III inh	NR1D1 modulator	proKLK7 act	ARFGAP1 inhibitor	UHRF1 binding	DDE Tn6 FP inh	Tn7 DDE FP	PLC-gamma1 inh
CCN(CC)S(=O)(=O)c1ccc(N2CCCCC2)c(NC(=O)C2CCN(C(=O)c3ccc(F)cc3)CC2)c1	-8	-6	-12	3	0.2	21	1	9	2	1
CC1CC(C)(C)NC(=S)N1CCC(=O)N1CCN(c2ccccc2)CC1 (stereo not drawn)	-4	-22	8	1	0.5	-3	-1	6	8	-1
CN(C(=O)c1cccc(NC(=O)Cc2ccc(NC(=O)C3CCN(C(=O)C4CC4)CC3)cc2)c1)C1CCCCC1	0	4	-5	1	0.7	5	-2	-6	-2	1
CCOC(=O)N1CCN(C(=O)CN(c2ccccc2OC)S(=O)(=O)c2ccc(C)cc2)CC1	4	-10	-1	1	0.3	13	1	3	-8	3
COc1ccccc1N1CCN(C(c2ccccn2)c2nnnn2C2CCCCC2)CC1 (stereo not drawn)	-1	16	-15	1	0.5	-2	0	-3	8	-1
CC(C)N(C(C)C)S(=O)(=O)c1ccc(N2CCc3ccccc3C2)nc1	-60	-4	-14	5	1.1	6	2	3	-8	-31
O=C(CSc1ncnc2c1cnn2-c1ccc(F)cc1)NCc1ccc2c(c1)OCO2	-3	4	9	-1	-0.2	17	5	-4	0	-3
Cc1onc(C(=O)Nc2sc3c(c2C(N)=O)CCCC3)c1[N+](=O)[O-]	-19	-14	-3	-7	-0.2	-14	-2	1	16*	-5
COc1ccc(NC2=Nc3ccccc3CC2)cc1	-1	-7	5	-6	0.0	-6	3	0	3	-2
CCn1c(=O)c2c(nc3n2CCCN3Cc2ccccc2)n(C)c1=O	-1	-1	5	6	0.8	-4	-2	-5	-4	-5
C=CCOc1ccc(C2C(C#N)=C(N)N(Nc3ccccc3)C3=C2C(=O)CCC3)cc1OC (stereo not drawn)	i	-4	-12	2	-26	10	-4	-1	0	i
CCc1ccccc1NC(=O)CN(C)C(=O)COC(=O)c1c(Cl)cccc1Cl	-7	1	-2	-2	-0.4	0	1	4	2	3
O=C(NCCCn1ccnc1)c1ccc(S(=O)(=O)N2CCCCCC2)cc1	3	6	4	3	-0.9	-8	1	2	-2	1
O=C(COC(=O)/C=C/c1ccc(OC(F)F)cc1)NC1CCCCCCC1	-8	-3	-3	-4	0.0	10	0	4	2	2
CCOC(=O)c1ccc(CN2C(=O)c3ccccc3S2(=O)=O)cc1	-3	8	-5	1	0.1	2	-3	9	1	2
NS(=O)(=O)c1ccc(CCNC(=O)c2cccc3ccccc23)cc1	-10	6	5	-5	0.6	-2	4	2	3	0
CCC(C)NC(=O)Cn1c(=O)n(-c2ccc(OC)cc2)c(=O)c2ccc(C(=O)NCc3ccc(C)cc3)cc21 (stereo not drawn)	2	-4	-1	19	0.4	1	2	-2	-10	1
CN(CC(O)CN)CC(O)CN1CCCCC1 (stereo not drawn)	2	3	5	-1	0.2	8	-2	-5	-3	9.6*
CCCSc1nc2sc3c(c2c(=O)n1CC)CC(C)(C)OC3	-5	-11	-1	3	0.4	-2	-2	-1	5	0
O=C(NCc1ccc(Cl)cc1)N1CCN(S(=O)(=O)c2ccccc2)CC1	-10	15	-7	9	0.2	0	-1	0	-4	1
COc1cccc(NC(=O)CN(C)C(=O)c2c(C)nn(CC(C)C)c2Cl)c1	-7	-13	-2	-1	0.2	0	-1	2	10	1
CC(C)OC(=O)CN1CCN(S(=O)(=O)c2cc(Cl)ccc2Cl)CC1	3	-13	-7	-2	0.1	5	0	-2	-6	1
COC(=O)c1sc2nc(C)nc(SCC(=O)Nc3sccc3C(N)=O)c2c1C	-9	8	-2	1	-0.5	10	-6	0	-4	-1
COc1ccc(-n2nnc3c(=O)n(CC(=O)Nc4cc(C)on4)cnc32)cc1	3	10	6	-2	0.5	2	-1	-8	7	1
CCOC(=O)C(Cc1nc(OCc2ccccc2)cc(OCc2ccccc2)n1)=NO	4	-11	-44	-4	0.2	12	0	0	-3	-1

In another format: three of the compounds above
| structure | PLCb3 inh | ASAP1 GAP inh | sPLA2-III inh | NR1D1 modulator | proKLK7 act | ARFGAP1 inhibitor | UHRF1 binding | DDE Tn6 FP inh | Tn7 DDE FP | PLC-gamma1 inh |
| --- | --- | --- | --- | --- | --- | --- | --- | --- | --- | --- |
| CCCSc1nc2sc3c(c2c(=O)n1CC)CC(C)(C)OC3 | -5 | -11 | -1 | 3 | 0.4 | -2 | -2 | -1 | 5 | 0 |
| O=C(NCc1ccc(Cl)cc1)N1CCN(S(=O)(=O)c2ccccc2)CC1 | -10 | 15 | -7 | 9 | 0.2 | 0 | -1 | 0 | -4 | 1 |
| COc1cccc(NC(=O)CN(C)C(=O)c2c(C)nn(CC(C)C)c2Cl)c1 | -7 | -13 | -2 | -1 | 0.2 | 0 | -1 | 2 | 10 | 1 |

Continued:
SMILES	PLCb3 inh	ASAP1 GAP inh	sPLA2-III inh	NR1D1 modulator	proKLK7 act	ARFGAP1 inhibitor	UHRF1 binding	DDE Tn6 FP inh	Tn7 DDE FP	PLC-gamma1 inh
Cc1cc(C)cc(NC(=S)Nc2cccc3cnccc23)c1	-16	-7	1	-4	-0.1	4	2	0	5	-11
Fc1ccccc1OCC1CCCN(Cc2nc(CC3CC3)no2)C1 (stereo not drawn)	2	-19	-1	-1	0.0	4	0	-1	2	-1
Cc1ccc(N(Cc2ccccc2)C(=O)c2cc(S(=O)(=O)N3CCOCC3)ccc2C)cc1	0	-17	-6	3	0.1	5	1	-4	-5	1
CNc1cc(-c2cc(OC)ccc2OC)ncn1	-394	1	8	-6	5.7	6	2	-6	1	-292
CC(=O)c1c(C)[nH]c(C(=O)CN2C(=O)NC(C)(C)C2=O)c1C	-5	3	2	0	0.2	5	0	-6	-8	2
CC(C)(C)c1ccc(/C=N/OCC(=O)NCc2ccccc2)cc1	-4	-11	0	1	0.2	4	0	-2	2	-2
O=C(CN1CCN(C(=O)C2CCCO2)CC1)Nc1ccc(Cl)c(Cl)c1 (stereo not drawn)	-7	-9	5	3	0.0	4	4	2	5	0
COc1cccc(NC(=O)CN(C)C(=O)Cc2ccc3c(c2)CCC3)c1	-8	3	5	-2	-0.1	0	2	-5	3	-1
Nc1ccc2c(c1)-c1ccccc1S(=O)(=O)N2	-348	10	-6	-4	6.4	3	-1	4	-6	-265
CCN1CCN(CCCN(Cc2ccco2)C(=S)Nc2cccc(Cl)c2C)CC1	-6	7	-4	7	-0.5	1	0	4	-4	2
O=C1CS/C(=N/N=C/c2ccccc2)N1c1ccc(O)cc1	-7	11	-13	-9	-0.1	3	-1	1	-5	1
CC(C)Cn1c(N)c(C(=O)COC(=O)c2ccncc2)c(=O)n(C)c1=O	0	-12	3	-3	0.4	9	1	2	-2	-3
COc1ccc(/C=C/C(=O)NCCOc2ccc(C)cc2)cc1	0	12	-6	-4	-0.1	12	-4	-8	-2	-3
CCN(CC)S(=O)(=O)c1ccc(/C=C/C(=O)OCC(=O)Nc2cccc3ccccc23)cc1	1	-16	-16	0	0.3	-6	-1	-6	-2	0
NS(=O)(=O)c1ccc(CCNC(=O)CNC(=O)c2ccccc2Br)cc1	-6	9	1	-1	0.3	-1	-1	0	-3	-1
Cc1ccc(CN(c2ccc(C(=O)Nc3cccnc3)cc2)S(C)(=O)=O)cc1	1	8	-18	1	0.2	-2	14	3	-7	2
OC(c1ccccc1)c1ncc(-c2ccc(C(F)(F)F)cc2)[nH]1 (stereo not drawn)	1	-15	-5	2	0.5	-7	-1	10	3	1
CCn1c(C)c(CS(=O)(=O)c2ccccc2)[nH]c1=O	0	-6	4	0	-0.8	-4	3	-1	-4	3
CN(C)CCOc1ccc(-c2c(-c3ccsc3)sc3ccccc23)cc1	-4	2	-2	-1	-0.8	-3	7	0	-7	-3
CCOC(=O)C1=C(C)NC(=O)NC1c1cn(-c2ccccc2)nc1-c1cccs1 (stereo not drawn)	-6	7	-14	1	0.3	5	-1	1	5	-5
C=CCSC1=N/C(=C\c2ccc(C)o2)C(=O)S1	-9	-10	-5	-8	-0.5	-5	8	-1	-11	-3
COc1ccc(N2CC(C(=O)NCCc3ccc(OC)c(OC)c3)CC2=O)cc1 (stereo not drawn)	1	-9	-2	2	0.2	1	-1	10	1	3
O=c1/c(=C\c2cccc(O)c2)sc2nc(-c3ccccc3)c(-c3ccccc3)n12	-13	9	0	0	-0.5	4	2	4	-1	-3
COCCNC(=O)CN(CCc1ccccc1)S(=O)(=O)c1ccc(OC)cc1	-1	1	-2	-3	0.3	-3	-1	-3	-1	-2
CC(=O)Nc1ccc(C2=NN(C)C(=NCc3ccccc3)SC2)cc1	-4	2	-12	-5	0.7	5	-3	-8	1	2

Other records.
SMILES	PLCb3 inh	ASAP1 GAP inh	sPLA2-III inh	NR1D1 modulator	proKLK7 act	ARFGAP1 inhibitor	UHRF1 binding	DDE Tn6 FP inh	Tn7 DDE FP	PLC-gamma1 inh
Cc1[nH]nc2c1C(c1cccc(C(F)(F)F)c1)N(Cc1ccccc1)C2=O (stereo not drawn)	-1	1	4	6	0.6	-4	3	0	6	-2
CCNc1nc(NCC)nc(NS(=O)(=O)c2ccc(N)cc2)n1	-5	-6	-2	-1	-0.6	13	1	6	-12	1
O=C(O)CC(NC(=S)NCc1ccccc1)C(=O)O (stereo not drawn)	7	7	-6	-2	0.8	-1	4	6	-1	5
Cc1cccc(C)c1NC(=O)C(c1ccccc1OC(F)(F)F)N1CCN(C/C=C/c2ccccc2)CC1 (stereo not drawn)	7	-2	-11	0	0.2	7	-2	10	-3	0
COc1ccc(NC(=O)NNC(=O)c2cc3occc3n2C)c(OC)c1	-12	-6	-5	-2	-0.6	-14	-2	-4	6	-3
CCCCC(O)C1=C[N+](=O)CC=C1 (stereo not drawn)	2	7	-1	-5	-0.2	5	-3	-3	2	3
CC(Cc1ccccc1)NC(=O)C1CCCNC1=O (stereo not drawn)	-1	14	3	0	-0.1	-7	1	-4	-1	-2
Cc1ccc(OCC(=O)NCCc2nc3ccccc3[nH]2)c(C)c1	3	10	-6	-5	-0.2	-2	-2	2	-3	2
COc1cccc(-c2cc(C(=O)Nc3cnn(Cc4ccccc4C)c3)no2)c1	-1	11	2	-4	-0.3	11	7	2	2	-1
COCCn1c(C)cc(/C=C2/NC(=O)N(c3ccc(Cl)cc3)C2=O)c1C	3	-1	4	0	0.3	2	-2	6	6	-1
Cc1cccc(OCCCC(=O)NNC(=O)c2ccccn2)c1	-3	-3	-7	-9	-0.1	2	5	-8	4	0
Cc1cc(C(=O)Nc2ccc(Br)cc2)cs1	-6	-11	4	-4	-0.2	16	-5	-7	3	2
OC(CNCc1ccncc1)c1ccccc1 (stereo not drawn)	-4	12	-1	-3	-0.3	5	2	5	2	1
Cn1nc(C(=O)NCc2ccco2)c2ccccc2c1=O	4	23	2	1	0.1	1	2	1	0	5
O=C1/C(=C\c2ccc3c(c2)OCO3)CCC/C1=C/c1ccc2c(c1)OCO2	-33	-11	4	4	-0.1	2	1	-2	-2	-31
COCCCNC(=O)CCn1nc(-c2ccc(Cl)cc2)ccc1=O	-8	7	5	-1	-0.2	11	2	2	0	-2
